Screening data deposited in PubChem by several laboratories.
M4 ag – human M4 muscarinic receptor agonists, primary screen, CHO-K1 cells, Fluo-8 calcium fluorescence | Muscarinic acetylcholine receptor M4 (Homo sapiens), P08173 | CHO-K1 hM4/Gqi5; vehicle 0%, full acetylcholine response 100% | activation, % at 3 µM | actives 0.14% (n = 360,000);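 active = activation above the run mean over all test wells plus 3 SD, cut at about 32% in these data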;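 note: peak over basal fluorescence ratio per well then scaled between controls; 0% = DMSO wells and 100% = acetylcholine at EC100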
Target sequence (P08173 whole entry, looked up): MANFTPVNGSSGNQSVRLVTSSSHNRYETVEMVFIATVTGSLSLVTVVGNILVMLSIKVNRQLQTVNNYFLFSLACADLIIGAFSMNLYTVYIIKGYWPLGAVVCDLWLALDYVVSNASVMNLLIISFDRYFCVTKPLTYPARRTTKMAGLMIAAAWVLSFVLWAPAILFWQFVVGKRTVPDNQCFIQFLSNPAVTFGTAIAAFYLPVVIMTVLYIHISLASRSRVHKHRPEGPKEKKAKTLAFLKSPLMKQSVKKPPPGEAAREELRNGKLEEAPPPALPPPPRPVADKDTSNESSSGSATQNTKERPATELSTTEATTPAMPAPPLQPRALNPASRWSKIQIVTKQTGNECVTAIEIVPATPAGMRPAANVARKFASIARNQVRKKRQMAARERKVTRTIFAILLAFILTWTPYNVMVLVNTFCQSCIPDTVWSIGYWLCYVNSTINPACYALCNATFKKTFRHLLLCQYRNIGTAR
CRFR2-BP ag – agonists of CRF-BP/CRF-R2 complex, primary screen, cell-based, HEK293, calcium dye fluorescence, uHTS | CRF-binding protein / CRF receptor 2 complex (human) | calcium dye fluorescence (FLIPR); percent of saturating CRF peptide response | activation, % at 13.2 µM | actives 0.46% (n = 350,000);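 active = activation of at least 50%, plus an integration ratio under a set limit after plate pattern correction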;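 note: plate controls were neutral control wells without compound for no effect and CRF at EC100 for full effect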
M5 ag – human M5 muscarinic receptor agonists, primary screen, CHO-K1 cells, Fluo-8 calcium fluorescence; Muscarinic acetylcholine receptor M5 (Homo sapiens), P08912; CHO-K1 hM5 cells; 0% DMSO wells, 100% maximal acetylcholine response; activation, % at 3 µM; actives 0.19% (n = 360,000);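 active = activation above the run's mean over test compounds plus 3 SD, cut at about 23% in these data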;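 note: signal is peak over basal fluorescence ratio across the kinetic read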
Target sequence (P08912 whole entry, looked up): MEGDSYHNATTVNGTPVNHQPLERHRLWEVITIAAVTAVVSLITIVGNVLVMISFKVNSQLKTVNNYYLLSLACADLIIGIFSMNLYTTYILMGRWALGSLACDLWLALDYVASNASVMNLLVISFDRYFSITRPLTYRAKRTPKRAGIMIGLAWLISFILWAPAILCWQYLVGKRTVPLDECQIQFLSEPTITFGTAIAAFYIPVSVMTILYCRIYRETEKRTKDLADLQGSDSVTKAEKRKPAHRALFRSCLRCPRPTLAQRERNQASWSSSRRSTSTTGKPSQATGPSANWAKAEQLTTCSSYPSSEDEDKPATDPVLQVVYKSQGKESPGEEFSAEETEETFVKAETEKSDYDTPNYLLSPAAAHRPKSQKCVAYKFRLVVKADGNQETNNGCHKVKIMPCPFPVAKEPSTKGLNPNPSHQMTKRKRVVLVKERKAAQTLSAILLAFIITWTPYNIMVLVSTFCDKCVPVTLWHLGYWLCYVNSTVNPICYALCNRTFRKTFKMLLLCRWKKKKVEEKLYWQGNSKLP
CRFR2-BP antag – antagonists of CRF-BP/CRF-R2 complex, primary screen, cell-based, HEK293, calcium dye fluorescence, uHTS; CRF-induced calcium fluorescence; inhibition, % at 11.8 µM; actives 0.59% (n = 350,000);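 active = inhibition of the ligand-induced calcium signal above about 50% at the single tested concentration, limit read from the data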
M5 antag – human M5 muscarinic receptor antagonists, primary screen, CHO cells, Fluo-8 calcium fluorescence; Muscarinic acetylcholine receptor M5 (Homo sapiens), P08912; CHO-hM5 cells, ACh EC80; inhibition, % at 3 µM; actives 0.59% (n = 360,000);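 active = inhibition above a per-plate cutoff, the mean of that plate's test compounds plus 3 SD, cut at about 27% in these data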;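 note: 0% = acetylcholine EC80 with DMSO and 100% = DMSO without agonist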
M1 PAM – human M1 muscarinic receptor positive allosteric modulators, primary screen, CHO-K1 cells, Fluo-8 calcium fluorescence, 1536-well | Muscarinic acetylcholine receptor M1 (Homo sapiens), P11229 | CHO-K1 hM1, ACh EC20; 0% = ACh EC20, 100% = maximal ACh | activation, % at 3 µM | actives 0.088% (n = 360,000); in the data active = activation above about 19%, passing the limit was not always enough
M4 PAM – human M4 muscarinic receptor positive allosteric modulators, primary screen, CHO-K1 cells, Fluo-8 calcium fluorescence; Muscarinic acetylcholine receptor M4 (Homo sapiens), P08173; CHO-K1 hM4/Gqi5, ACh EC20; 0% = ACh EC20, 100% = maximal ACh; activation, % at 3 µM; actives 0.4% (n = 360,000); AID 624126, 2012;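 active = activation above its plate's cutoff, the mean activation of sample wells plus 3 SD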; note: some results filed as inactive read as strong as hits
CHRM4 antagonist – human M4 muscarinic receptor antagonists, primary screen, CHO cells, Fluo-8 calcium fluorescence | Muscarinic acetylcholine receptor M4 (Homo sapiens), P08173 | inhibition, % at 3 µM | AID 624125, 2012 | CHO-hM4 cells, ACh EC80 | actives 0.73% (n = 360,000);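 active = inhibition above its plate's cutoff, the mean inhibition of sample wells plus 3 SD, cut at about 27% in these data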;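 note: 0% = acetylcholine EC80 with DMSO and 100% = DMSO without agonist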
CHRM5 PAM – human M5 muscarinic receptor positive allosteric modulators, primary screen, CHO-K1 cells, Fluo-8 calcium fluorescence. Muscarinic acetylcholine receptor M5 (Homo sapiens), P08912. CHO-K1 hM5, ACh EC20 PAM; 0% = ACh EC20, 100% = ACh EC100. activation, % at 3 µM. actives 0.3% (n = 360,000);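 active = activation above the run cutoff, the mean activation of all test compounds plus 3 SD, cut at about 18% in these data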
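Assay system – human M5 receptor in CHO-K1 cells · Read-out – % activation, ACh-normalized · Technique – Fluo-8 calcium fluorescence · Dosing – single-point, 3 µM nominal · Incubation – Fluo-8 loading 80 min at 37 °C plus 30 min room temperature · Repeats – singlicate, one well per test compound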
* hit, by the source's call.

Screening O=[N+]([O-])c1cc(/C=N/N2CCOCC2)cs1 returned M4 ag 2.9, CRFR2-BP ag 1.5, M5 ag -3.7, CRFR2-BP antag 13.6, M5 antag -5.1, M1 PAM 14.0, M4 PAM 2.0, CHRM4 antagonist -4.5 and CHRM5 PAM 5.1.
Screening Cc1cccc(C)c1NC(=O)NS(=O)(=O)c1ccccc1 returned M4 ag 0.2, CRFR2-BP ag -3.7, M5 ag -0.1, CRFR2-BP antag -12.1, M5 antag 0.5, M1 PAM -1.6, M4 PAM 2.8, CHRM4 antagonist -6.4 and CHRM5 PAM -0.5.
For CCOC(=O)C1=NNC(C(=O)c2ccc(Cl)cc2)C1c1ccc(OC)cc1 (configuration not stated) the results were M4 ag -2.0, CRFR2-BP ag -0.2, M5 ag -4.0, CRFR2-BP antag -17.2, M5 antag 3.9, M1 PAM 3.5, M4 PAM 7.1, CHRM4 antagonist 0.0 and CHRM5 PAM -1.2.
O=C(O)c1cc(-c2cccs2)nc2ccc(F)cc12 was read as M4 ag 0.5, CRFR2-BP ag -1.7, M5 ag 2.1, CRFR2-BP antag 4.3, M5 antag 5.2, M1 PAM 3.5, M4 PAM 3.0, CHRM4 antagonist 3.9 and CHRM5 PAM 1.8.
`Cc1nc(-c2ccccn2)nc(N(C)c2ccccc2)c1Cl` gave M4 ag 1.6, CRFR2-BP ag -1.3, M5 ag -0.2, CRFR2-BP antag -4.7, M5 antag -0.2, M1 PAM 1.5, M4 PAM -5.5, CHRM4 antagonist 6.7 and CHRM5 PAM -2.3.
`CC1CCCCN1C(=O)c1cc(-c2ccc3c(c2)OCO3)on1` (configuration not stated) gave M4 ag 4.4, CRFR2-BP ag 1.1, M5 ag -0.4, CRFR2-BP antag -4.3, M5 antag -3.6, M1 PAM 15.0, M4 PAM 5.7, CHRM4 antagonist -14.3 and CHRM5 PAM 2.5.
O=c1cc(CN2CCCCCC2)nc2sccn12 was read as M4 ag 0.4, CRFR2-BP ag 0.6, M5 ag -3.7, CRFR2-BP antag -16.7, M5 antag 4.8, M1 PAM 1.0, M4 PAM -8.9, CHRM4 antagonist 1.4 and CHRM5 PAM -8.8.
For CCCCn1c(N)c(N(CC(C)C)C(=O)c2cc3ccccc3cc2OC)c(=O)[nH]c1=O the results were M4 ag 0.7, CRFR2-BP ag -0.6, M5 ag 1.0, CRFR2-BP antag 4.0, M5 antag 6.4, M1 PAM 8.5, M4 PAM 3.7, CHRM4 antagonist -2.5 and CHRM5 PAM 1.1.
Screening O=C(CSc1ncc(-c2ccc(F)cc2)[nH]1)Nc1cccc(O)c1 returned M4 ag 5.6, CRFR2-BP ag -0.6, M5 ag 1.4, CRFR2-BP antag 12.3, M5 antag 10.4, M1 PAM 8.9, M4 PAM 4.6, CHRM4 antagonist -4.9 and CHRM5 PAM -4.7.
`CCCC(=O)Nc1ccc2c(c1)nc(CCN1CCC(C)CC1)n2C` gave M4 ag 1.4, CRFR2-BP ag -0.7, M5 ag 0.5, CRFR2-BP antag 18.3, M5 antag 6.3, M1 PAM -5.2, M4 PAM -7.2, CHRM4 antagonist 8.0 and CHRM5 PAM -4.8.

The closing 2 records of the part before come first, to join the parts:
Screening O=C(CSc1ncc(-c2ccc(F)cc2)[nH]1)Nc1cccc(O)c1 returned M4 ag 5.6, CRFR2-BP ag -0.6, M5 ag 1.4, CRFR2-BP antag 12.3, M5 antag 10.4, M1 PAM 8.9, M4 PAM 4.6, CHRM4 antagonist -4.9 and CHRM5 PAM -4.7.
`CCCC(=O)Nc1ccc2c(c1)nc(CCN1CCC(C)CC1)n2C` gave M4 ag 1.4, CRFR2-BP ag -0.7, M5 ag 0.5, CRFR2-BP antag 18.3, M5 antag 6.3, M1 PAM -5.2, M4 PAM -7.2, CHRM4 antagonist 8.0 and CHRM5 PAM -4.8.
O=C(Oc1ccc(Br)cc1C(=S)N1CCOCC1)c1cccc([N+](=O)[O-])c1 was read as M4 ag 3.2, CRFR2-BP ag -1.7, M5 ag -6.3, CRFR2-BP antag -2.3, M5 antag 11.6, M1 PAM 12.4, M4 PAM -9.4, CHRM4 antagonist -7.4 and CHRM5 PAM -3.3.
Screening CCOc1ccc(CCNC(=O)COC(=O)c2oc3ccccc3c2COC)cc1OCC returned M4 ag 1.1, CRFR2-BP ag -1.4, M5 ag 0.7, CRFR2-BP antag 0.1, M5 antag 5.8, M1 PAM 1.3, M4 PAM 4.5, CHRM4 antagonist -5.8 and CHRM5 PAM 3.4.
Screening COc1cc2c(=O)n(CCC(=O)NCC3CCCO3)c(=O)n(CC(=O)Nc3ccc(C)c(C)c3)c2cc1OC (configuration not stated) returned M4 ag 3.3, CRFR2-BP ag -2.0, M5 ag 0.6, CRFR2-BP antag -0.7, M5 antag 3.2, M1 PAM 12.3, M4 PAM 2.0, CHRM4 antagonist 4.1 and CHRM5 PAM 4.4.
Screening CC1C(=O)N2CCCc3cc(NC(=O)C4CCCCC4)cc1c32 (configuration not stated) returned M4 ag -0.1, CRFR2-BP ag 1.2, M5 ag -1.0, CRFR2-BP antag -9.0, M5 antag -0.8, M1 PAM 5.8, M4 PAM -2.8, CHRM4 antagonist -9.3 and CHRM5 PAM 0.0.
For CC(C)Oc1ccccc1-c1nc(SCC(=O)O)n[nH]1 the results were M4 ag 1.3, CRFR2-BP ag 2.2, M5 ag -0.1, CRFR2-BP antag -5.2, M5 antag 10.8, M1 PAM 15.2, M4 PAM 3.8, CHRM4 antagonist -0.3 and CHRM5 PAM -2.6.
Screening COc1ccccc1NS(=O)(=O)c1cc(NC(=O)C2=NNC(=O)CC2)ccc1C returned M4 ag 4.3, CRFR2-BP ag -0.6, M5 ag 0.2, CRFR2-BP antag 1.4, M5 antag 9.2, M1 PAM 5.6, M4 PAM 6.8, CHRM4 antagonist 4.1 and CHRM5 PAM -1.6.
Screening Cc1cc(NS(=O)(=O)c2ccc(NC(=O)COc3ccc(Cl)cc3Cl)cc2)no1 returned M4 ag 1.0, CRFR2-BP ag 0.7, M5 ag -4.6, CRFR2-BP antag -13.1, M5 antag -2.4, M1 PAM 12.7, M4 PAM 9.6, CHRM4 antagonist -9.3 and CHRM5 PAM 3.1.
For O=c1[nH]nnc2c1cnn2-c1ccccc1 the results were M4 ag 0.5, CRFR2-BP ag 3.0, M5 ag 0.1, CRFR2-BP antag 3.0, M5 antag 16.5, M1 PAM 0.4, M4 PAM 1.6, CHRM4 antagonist 3.9 and CHRM5 PAM -3.2.
For CC(C)CC(NC(=O)C1CCCN1C(=O)[C@@H](C)NC(=O)OCc1ccccc1)C(=O)NCC(N)=O (some centres not stated) the results were M4 ag 5.3, CRFR2-BP ag 0.5, M5 ag -0.7, CRFR2-BP antag 13.1, M5 antag 5.1, M1 PAM 20.5, M4 PAM 2.0, CHRM4 antagonist -0.2 and CHRM5 PAM 1.5.
Screening CCOC(=O)CCCCC(=O)c1[nH]c(=O)[nH]c1CSc1nc(C)cc(C)n1 returned M4 ag 0.9, CRFR2-BP ag 0.3, M5 ag -1.7, CRFR2-BP antag -9.1, M5 antag -1.6, M1 PAM 10.1, M4 PAM 8.7, CHRM4 antagonist 1.4 and CHRM5 PAM 2.3.

Random excerpt: two records from the list, in no set order.
Screening CC1C(=O)N2CCCc3cc(NC(=O)C4CCCCC4)cc1c32 (configuration not stated) returned M4 ag -0.1, CRFR2-BP ag 1.2, M5 ag -1.0, CRFR2-BP antag -9.0, M5 antag -0.8, M1 PAM 5.8, M4 PAM -2.8, CHRM4 antagonist -9.3 and CHRM5 PAM 0.0.
For CC(C)CC(NC(=O)C1CCCN1C(=O)[C@@H](C)NC(=O)OCc1ccccc1)C(=O)NCC(N)=O (some centres not stated) the results were M4 ag 5.3, CRFR2-BP ag 0.5, M5 ag -0.7, CRFR2-BP antag 13.1, M5 antag 5.1, M1 PAM 20.5, M4 PAM 2.0, CHRM4 antagonist -0.2 and CHRM5 PAM 1.5.

(listing goes on)
Screening CCCCCC(=O)NC(NC(=S)N1CCOCC1)C(Cl)(Cl)Cl (configuration not stated) returned M4 ag 2.3, CRFR2-BP ag -3.1, M5 ag 2.1, CRFR2-BP antag -3.0, M5 antag -2.0, M1 PAM 8.8, M4 PAM 4.5, CHRM4 antagonist 0.7 and CHRM5 PAM -2.5.
Screening COCCNC(=O)CSc1nnc(-c2ccccc2F)n1Cc1ccccc1 returned M4 ag 0.7, CRFR2-BP ag 1.2, M5 ag 0.9, CRFR2-BP antag 6.3, M5 antag 3.3, M1 PAM 7.2, M4 PAM 2.5, CHRM4 antagonist -1.1 and CHRM5 PAM -4.5.
Screening Cc1cc(C)nc(/N=C(\N)Nc2ccc([N+](=O)[O-])cc2)n1 returned M4 ag 7.1, CRFR2-BP ag 14.5, M5 ag 3.7, CRFR2-BP antag -19.4, M5 antag -8.2, M1 PAM -8.4, M4 PAM 6.4, CHRM4 antagonist -15.6 and CHRM5 PAM -0.5.
For Cc1ccc(S(=O)(=O)N=Nc2c(O)[nH]c3ccccc23)cc1 the results were M4 ag 0.5, CRFR2-BP ag -0.8, M5 ag -7.8, CRFR2-BP antag 14.1, M5 antag 10.4, M1 PAM 10.2, M4 PAM 6.8, CHRM4 antagonist -3.6 and CHRM5 PAM 2.3.
`CC(C)(C)c1cc(S(=O)(=O)CCc2ccncc2)cc(C(C)(C)C)c1F` gave M4 ag 0.7, CRFR2-BP ag 3.0, M5 ag -2.8, CRFR2-BP antag -6.7, M5 antag -0.1, M1 PAM 13.7, M4 PAM 2.9, CHRM4 antagonist -4.6 and CHRM5 PAM -0.8.
For CCC(c1nnnn1CCc1ccccc1)N(Cc1ccco1)Cc1cc2cc(C)cc(C)c2[nH]c1=O (configuration not stated) the results were M4 ag 0.5, CRFR2-BP ag 0.5, M5 ag -1.5, CRFR2-BP antag 12.3, M5 antag -3.9, M1 PAM -1.0, M4 PAM -0.2, CHRM4 antagonist -5.9 and CHRM5 PAM -7.2.
Screening Cc1cc2c(cc3c(=O)n(CC(=O)NCCCN4CC(C)CC(C)C4)ncn32)s1 (configuration not stated) returned M4 ag -0.5, CRFR2-BP ag -2.9, M5 ag -7.6, CRFR2-BP antag 3.3, M5 antag 1.0, M1 PAM 3.7, M4 PAM -4.5, CHRM4 antagonist -7.6 and CHRM5 PAM -0.4.
Screening COc1ccc(S(N)(=O)=O)cc1C(=O)NCC(C)(C)N1CCOCC1 returned M4 ag 0.0, CRFR2-BP ag 0.0, M5 ag -2.1, CRFR2-BP antag -2.0, M5 antag 10.6, M1 PAM 0.6, M4 PAM 0.3, CHRM4 antagonist 8.7 and CHRM5 PAM -2.6.
For CCOc1ccccc1NC(=O)c1ccoc1C the results were M4 ag -0.1, CRFR2-BP ag -1.9, M5 ag -5.1, CRFR2-BP antag -5.2, M5 antag -9.0, M1 PAM 6.3, M4 PAM 9.7, CHRM4 antagonist -1.5 and CHRM5 PAM 4.0.

Outcome played no part in choosing rows, and some 2.6% of all compounds hit somewhere here.
